M. tuberculosis GlmU = inhibition of mycobacterial GlmU enzyme – biochemical, glucosamine-1-phosphate acetyltransferase (AID 1376). one-dose inhibition, %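 (tested at 30 µM in the primary screen)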; IC50 in µM for titrated hits. 220,000 compounds, 0.25% hits. M. tuberculosis GlmU acetyltransferase enzyme assay; higher % means a stronger effect; in the data active = inhibition above about 13%; inconclusive = no clear call, values can overlap the other calls;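 note: 0% = complete reaction with vehicle and 100% = reaction without substrate; strong numbers were not always called active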
RmlCD inh 1536 = blocks M. tuberculosis RmlC and RmlD coupled enzymes; 160,000 compounds, 0.03% hits; inhibition, % at 3.6 µM; P9WH09+P9WH11; AID 1533; RmlC+RmlD coupled enzyme assay, percent inhibition; primary screen in compound mixtures; in the data active = inhibition mostly above about 34%, no sharp cut-off; inconclusive = no clear call, values can overlap the other calls; inactive = mostly below about 22%; note: some results filed as inactive read as strong as hits
Target sequence (P9WH09 whole entry, looked up): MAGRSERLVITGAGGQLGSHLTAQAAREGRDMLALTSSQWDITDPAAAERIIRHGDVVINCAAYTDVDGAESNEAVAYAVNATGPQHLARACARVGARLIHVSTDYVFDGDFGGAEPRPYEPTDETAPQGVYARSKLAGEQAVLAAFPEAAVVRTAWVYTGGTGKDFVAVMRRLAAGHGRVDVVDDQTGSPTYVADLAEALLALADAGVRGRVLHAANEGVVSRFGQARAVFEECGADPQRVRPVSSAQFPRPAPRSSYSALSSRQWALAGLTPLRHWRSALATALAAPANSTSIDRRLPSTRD
Target sequence (P9WH11 whole entry, looked up): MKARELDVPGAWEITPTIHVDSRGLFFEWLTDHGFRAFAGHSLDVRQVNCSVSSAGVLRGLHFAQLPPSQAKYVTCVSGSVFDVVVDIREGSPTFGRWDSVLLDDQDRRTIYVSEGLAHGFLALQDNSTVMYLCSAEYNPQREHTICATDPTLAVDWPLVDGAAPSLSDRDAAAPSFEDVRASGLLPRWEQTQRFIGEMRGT
* marks the source's active call; other numbers are inactive results; ? = inconclusive; · = no result given.

Results follow in this order: M. tuberculosis GlmU | RmlCD inh 1536
- COc1ccc(-n2c(Cc3ccccc3)nnc2SCc2ccc([N+](=O)[O-])cc2)cc1
→ 0.5% | -7
- CCN(CC)C(=O)c1ccc(S(=O)(=O)N2CCC(c3nc4ccccc4s3)CC2)cc1
→ -6.0% | -8
- COCCNC(=O)COc1ncnc2scc(-c3ccc(F)cc3)c12
→ -3.2% | -6
- O=C(C1CC=CCC1)N1CCC(CO)(Cc2ccc(Cl)cc2)CC1 (stereo not given)
→ 4.1% | -9
- O=S(=O)(NCCc1ccc2c(c1)OCCO2)c1cccs1
→ -3.1% | ·
- O=CN1N=C(c2ccccc2)CC1c1ccccc1[N+](=O)[O-] (stereo not given)
→ 2.4% | 2
- COc1cccc(S(=O)(=O)Nc2ccc(C(=O)N3CCCCCC3)cc2)c1
→ -1.7% | ·
- CC1CCCCC1NC(=S)NC(=O)c1cccs1 (stereo not given)
→ -3.6% | 6
- CCOC(=O)c1sc(NC(=O)Nc2ccc(F)cc2)nc1C
→ 5.4% | -12
- C=CCOc1ccnc(-c2ccccc2)n1
→ 1.8% | -8
- Cc1cc(/C=C2\SC(=S)NC2=O)c(C)n1C1CC1
→ · | -4
- CN(Cc1cnn(C)c1)Cc1nc(-c2ccc(Cl)cc2)no1
→ 0.2% | -10
- O=S(=O)(Cc1ccc(Cl)cc1)NCc1cccnc1
→ -4.1% | ·
- O=C(NCC1CCCO1)c1cc2c(=O)[nH]c3ccccc3c2s1 (stereo not given)
→ -5.2% | ·
- O=c1c([N+](=O)[O-])cccn1Cc1ccc(F)cc1Cl
→ -0.3% | -9
- CCOC(=O)N1CCN(C(=O)C(=O)N/N=C/c2ccc(OC)cc2OC)CC1
→ -3.6% | 8
- CC(C)(C)C(=O)CNS(=O)(=O)c1ccc(S(=O)(=O)NC2CCCC2)cc1
→ -3.8% | ·
- CN(CC(=O)Nc1ccccc1C(F)(F)F)C(=O)COc1cccnc1[N+](=O)[O-]
→ 3.6% | 12
- Nc1nc(Br)c2ccccc2c1-c1ccc(F)cc1
→ 6.5% | ·
- O=C(CCC1CCCC1)Nc1cccc(Cc2ccncc2)c1
→ -1.8% | 13
- O=C(Cn1cc(C(=O)c2cccs2)c2ccccc21)NCc1cccs1
→ 4.3% | ·
- CCOCCCNC(=O)C1CCCN1C(=O)NC1CCCCC1 (stereo not given)
→ -0.1% | -8
- O=C(c1cc(S(=O)(=O)N2CCC3(CC2)OCCO3)ccc1F)N1CCC2(CC1)OCCO2
→ -1.0% | -3
- Clc1ccc(Cn2ncc3c(N4CCCC4)ncnc32)cc1
→ 2.2% | 32
- CC(=O)Nc1ccc(S(=O)(=O)NC(C)C(=O)OCC(=O)NC2CCCC2)cc1 (stereo not given)
→ -5.8% | 15
- Cn1nnnc1SCC(=O)NCc1ccccc1
→ -5.2% | ·
- O=S(=O)(c1ccc(F)cc1)N1CCN(Cc2ccccn2)CC1
→ 2.9% | 57
- CCOC(=O)c1c(C)[nH]c(C(=O)Cn2nnc(-c3ccccc3)n2)c1C
→ -0.6% | ·
- O=C(NCCCN1CCOCC1)C(=O)N/N=C/c1ccccc1O
→ 3.0% | 4
- CC(=O)Nc1ccccc1C(=O)OCc1cccc(F)c1
→ -0.9% | 2
- CCN=C1S/C(=C\c2ccc(O)c(OCC)c2)C(=O)N1CC
→ -0.6% | -2
- COc1ccc(CNn2c(-c3ccccc3F)nc3ccccc3c2=O)cc1OC
→ 5.8% | -10
- O=C1CC(N2CCN(c3ccccc3)CC2)C(=O)N1CCc1ccccc1 (stereo not given)
→ -2.3% | 20
- O=C(NCCc1ccccc1)C1(c2ccccc2)CC1(Cl)Cl (stereo not given)
→ 7.9% | ·
- Cc1ccc(OCCCn2c(CO)nc3ccccc32)cc1
→ 1.1% | ·
- COc1cc(C(CCN2CCN(c3ccccc3)CC2)c2c(OC)cc(OC)c3c(C)cc(=O)oc23)cc(OC)c1OC (stereo not given)
→ 7.0% | -9
- Cc1nc(NC(C)c2ccccc2)c2c3c(sc2n1)CCC3 (stereo not given)
→ -0.3% | ·
- CCCNC(=O)c1ccc2c(=O)c(O)c(-c3ccc(F)cc3)[nH]c2c1
→ 1.5% | ·
- O=C(O)CC(C(=O)OCC1CCCO1)N1CCOCC1 (stereo not given)
→ -2.7% | 1
- C/C(=N/NC(=O)CNC(=O)CCc1ccccc1)c1ccc(Cl)cc1
→ 3.6% | 2
- O=C(Nc1cc(C(F)(F)F)ccc1Cl)C1CCN(c2nnc(-n3cccc3)s2)CC1
→ -2.9% | ·
- CN1C(=O)C(=CN2CCN(C(=O)c3ccco3)CC2)C(=O)N(C)C1=S
→ 3.3% | -6
- CCCC(=O)NC(C)c1nc2ccccc2n1C (stereo not given)
→ 8.3% | 10
- O=C(c1cc2sccc2n1Cc1ccc(F)cc1)N1CCc2ccccc21
→ 1.7% | ·
- COCCN(CCOC)Cc1cc(=O)oc2cc3c(cc12)CCC3
→ -3.4% | -5
- COc1ccc(Cl)cc1C(=O)N(Cc1nc(-c2cccc(C)c2)no1)C(C)C
→ -0.6% | 7
- CCOc1ccccc1C1C(C(=O)Nc2ccc(OC)cc2)=C(C)Nc2nc(CCCO)nn21 (stereo not given)
→ 1.0% | -6
- CC(C)COc1ccc(-c2nnc(-c3ccco3)o2)cc1
→ 12% | -10
- Cc1ccc2[nH]c(=O)c(-c3nc4cc(C)ccn4c3NCc3ccco3)cc2c1
→ 2.3% | 1
- O=C(CCCCCN1C(=O)c2ccccc2C1=O)NC1CCCC1
→ 0.4% | -4
- COc1cccc(/C=C/C(=O)Nc2ccc(OC)nc2)c1
→ -0.4% | ·
- CC1CC(=O)Nc2ccccc2S1(=O)=O (stereo not given)
→ 0.0% | 11
- COc1ccc(Cc2nnc(Nc3ccc(C)cc3)o2)cc1OC
→ 5.3% | 26
- Cc1cc(C)c(NC(=O)Cn2c(=O)n(-c3ccc(CC(=O)NCC4CCCO4)cc3)c(=O)c3ccccc32)c(C)c1 (stereo not given)
→ -1.8% | -7
- Cc1cc(C)c(C)c(C(=O)C2OC(=O)C(C)(C)C(=O)C2(C)C)c1C (stereo not given)
→ -4.8% | 10
- CCc1ccc(NC(=O)N(CCN(C)C)C(C)c2cccnc2)cc1 (stereo not given)
→ 2.1% | ·
- OCCN(Cc1ccccc1)Cc1cccc(F)c1
→ -3.3% | 2
- Cc1ccc([N+](=O)[O-])cc1S(=O)(=O)NCc1cccnc1
→ 2.8% | 3
- O=C(Nc1cccc([N+](=O)[O-])c1)Nc1ccc(Cl)cn1
→ 0.6% | 1
- NS(=O)(=O)c1ccc(CNC(=O)C2(c3ccc(Cl)cc3)CC2)cc1
→ 1.7% | 17

(more compounds)
Results follow in this order: M. tuberculosis GlmU | RmlCD inh 1536
- Cc1cccn2c(CNCCSc3nccn3C)c(C(=O)N3CCCCC3)nc12
→ -2.1% | 9
- CC(C)Oc1ccc(CCc2n[nH]c(=S)n2Cc2ccccc2)cc1
→ -1.6% | ·
- Cc1nc2nc(Cc3ccccc3)nn2c(C)c1Cl
→ 1.6% | ·
- N#CCCn1cnc2c(=S)nc[nH]c21
→ -3.8% | ·
- Cc1c(NC2(c3nnnn3-c3ccc(Br)cc3)CCCCC2)c(=O)n(-c2ccccc2)n1C
→ 1.2% | 20
- NC(=O)C1=C[C@H](c2ccc(C(F)(F)F)cc2)C[C@H](OCCCCO)O1
→ 2.1% | ·
- N#Cc1c(-c2cccnc2)cc(-c2ccccc2)nc1N
→ 6.9% | -4
- CCOc1ccc(OCC)c(NC(=O)C2CCN(S(=O)(=O)c3cccc4nonc34)CC2)c1
→ -1.2% | -1
- CCOC(=O)N/N=C/c1cccnc1
→ 4.7% | -3
- COc1cc(-c2nnc(COC(=O)c3c4c(nc5ccccc35)CCCC4)o2)cc(OC)c1OC
→ 0.3% | -6
- O=[N+]([O-])c1ccc(-n2cccn2)c(-c2nn[nH]n2)c1
→ 1.7% | -9
- CC(=O)NN1C(=O)c2ccccc2NC1c1ccc([N+](=O)[O-])o1 (stereo not given)
→ 0.2% | 3
- CCOc1cc(/C=N/Nc2nc(-c3cccc(S(=O)(=O)N4CCCC4)c3)cs2)ccc1O
→ -3.3% | 6
- Cc1ccccc1Cn1cccc1/C=C1/C(=N)N2C=CSC2=NC1=O
→ -0.5% | -4
- C/C(=C\c1ccccc1)C(=O)NCc1ccco1
→ -0.6% | 14
- O=c1[nH]c(=O)n(-c2ccc(Br)cc2)c(O)c1C=NC(CO)(CO)CO
→ 3.3% | 0
- COc1ccccc1NC(=O)C1=C(C)Nc2nnnn2C1c1ccccc1OC (stereo not given)
→ -7.9% | -6
- Cc1ccnc(NS(=O)(=O)c2ccc3c(c2)CCO3)c1
→ 0.3% | -6
- CCC(SC1=N/C(=C/c2ccccc2OC)C(=O)N1c1ccccc1)C(=O)Nc1cc(C)on1 (stereo not given)
→ 3.1% | 11
- Cc1cc(C)n(-c2ccc(C(=O)Nc3nc4ccccc4s3)cc2)n1
→ 7.8% | -5
- NNC(=O)/C(=N/Nc1ccccc1)S(=O)(=O)c1ccc(Cl)cc1
→ 0.3% | ·
- Cc1c(/C=N/NC(=O)c2cc(C(C)(C)C)[nH]n2)c2ccccc2n1C
→ -0.2% | 6
- Cc1cc(-c2csc(N)n2)c(C)n1CCC(C)C
→ -3.0% | ·
- O=C(N/N=C/c1ccco1)c1cccc(N2CCCC2=O)c1
→ -0.6% | ·
- CCC1(C)Cc2ccccc2-c2nc3n(c(=O)c21)CCCCC3 (stereo not given)
→ 4.4% | 10
- CN(CC1COc2ccccc2O1)C(=S)NC1CCCCC1 (stereo not given)
→ -4.6% | -12
- COc1ccc(-c2cc(C(F)F)nc(-n3nc(C)cc3C)n2)cc1
→ · | ?
- CCOC(=O)c1cnn2c(C(F)(F)F)cc(-c3ccccc3)nc12
→ -2.0% | -11
- CCCCOc1cccc(C(=O)N(Cc2ccco2)C2CCS(=O)(=O)C2)c1 (stereo not given)
→ 3.1% | ·
- O=C(NCc1cccc(CNC(=O)c2ccco2)c1)c1ccco1
→ 5.4% | ·

The listing continues.
| structure | M. tuberculosis GlmU | RmlCD inh 1536 |
| --- | --- | --- |
| CCN(CC)S(=O)(=O)c1ccc(OC)c(-n2cnnn2)c1 | -5.2% | 12 |
| CC(C)CNCC1OCc2ccccc2CO1 | 1.7% | -3 |
| CCCCN1C(=O)C(=Nc2cccc3cnccc23)c2ccccc21 | -1.8% | -6 |
| Cc1nn(-c2cc(N3CCOCC3)ccc2[N+](=O)[O-])c(=O)c2ccccc12 | 5.0% | -6 |
| Cc1ccc(C(=O)O/N=C/c2c(Cl)n(C)c3ccccc23)cc1 | -0.9% | -1 |
| Cc1ccccc1NC(=O)CN1C(=O)S/C(=C\c2ccc(-c3cc(C(=O)O)ccc3C)o2)C1=O | 19% | 2 |
| Cn1c(C(=O)NCc2ccc3c(c2)OCO3)cc2sccc21 | 4.0% | · |
| Cn1c(NCc2ccc(Cl)cc2)nc2ccccc21 | -2.9% | -10 |
| COc1cc2c(cc1OC)C(C)N(C(=O)c1nccnc1C(=O)O)CC2 (stereo not given) | -2.1% | · |
| COc1ccc(/C=C/c2c([N+](=O)[O-])c(=O)n(C)c(=O)n2C)c(OC)c1OC | -9.4% | -10 |
| CC12CC3CC(C)(C1)CC(C(=O)NC1=NCCS1)(C3)C2 | 0.9% | -6 |
| CN(C)S(=O)(=O)c1cccc(NC(=O)COC(=O)CNC(=O)c2ccccc2F)c1 | -2.3% | 9 |

Compounds above with a cyano group:
| structure | M. tuberculosis GlmU | RmlCD inh 1536 |
| --- | --- | --- |
| N#CCCn1cnc2c(=S)nc[nH]c21 | -3.8% | · |
| N#Cc1c(-c2cccnc2)cc(-c2ccccc2)nc1N | 6.9% | -4 |

Other compounds follow.
| structure | M. tuberculosis GlmU | RmlCD inh 1536 |
| --- | --- | --- |
| CC1=CC(C)C(C(=O)O)C(C(=O)O)C1 (stereo not given) | 4.7% | · |
| CCOC(=O)C1CC(c2ccccc2)=NNC1=O (stereo not given) | -0.9% | 3 |
| O=C(Cc1ccccc1)NCc1ccncc1 | -3.8% | -13 |
| Cc1cccc(NC(=O)NCc2ccc3c(c2)cc(C)n3C)c1 | -5.2% | 3 |
| CCOC(=O)C1CCCN(C(=O)c2ccc3c(c2)OCO3)C1 (stereo not given) | -0.7% | · |
| CC(/C=N/N1CCN(Cc2ccccc2)CC1)=C\c1ccccc1 | 5.2% | 6 |
| CC1CC(C)CN(CCOc2ccccc2-c2ccccc2)C1 (stereo not given) | -2.5% | · |
| O=C(O)C1CCCCC1C(=O)NCCc1cccc(Cl)c1 (stereo not given) | -1.4% | 6 |
| O=C(NCCCN1CCCC1=O)c1ccc(CNS(=O)(=O)c2ccc(F)cc2)cc1 | -1.2% | · |
| COc1cc(OC)cc(C(=O)NCc2cc(C)nc3ccccc23)c1 | -2.3% | -12 |
| O=C1CCN(C(=O)/C=C/c2ccccc2)c2ccccc21 | -1.7% | 1 |
| Cc1cc(OC(=O)N(C)C)nc(-c2ccc(C)c(Cl)c2)n1 | 4.5% | 17 |
| COc1ccc(Cn2c(O)c(C=Nc3c(C)n(C)n(-c4ccccc4)c3=O)c(=O)[nH]c2=O)cc1 | 4.2% | · |
| Cc1cc(C)n2ncnc2n1 | -0.5% | -12 |
| O=C(NCc1ccccc1)Nc1cc(Cl)ccc1Cl | 4.9% | · |
| CCOC(=O)C1=C(C)OC(N)=C(C(=O)OCC)[C@@]12C(=O)N(CC(N)=O)c1ccccc12 | 0.7% | 0 |
| CCC(Nc1ccc(OC)cc1)C(=O)N/N=C/c1ccc([N+](=O)[O-])cc1 (stereo not given) | 1.7% | 15 |

Another view of part of the listing above.
> Cc1cc(C)n2ncnc2n1
  M. tuberculosis GlmU: -0.5% | RmlCD inh 1536: -12

> O=C(NCc1ccccc1)Nc1cc(Cl)ccc1Cl
  M. tuberculosis GlmU: 4.9% | RmlCD inh 1536: ·

> CCOC(=O)C1=C(C)OC(N)=C(C(=O)OCC)[C@@]12C(=O)N(CC(N)=O)c1ccccc12
  M. tuberculosis GlmU: 0.7% | RmlCD inh 1536: 0

Compound activity: PubChem, several laboratories

A portion of the library; rates above refer to the full screens.
